From PubChem BioAssay
RmlC RmlD mix: RmlC and RmlD coupled enzyme inhibitors, primary screen, biochemical, 384-well, compound mixtures, retest | RmlC/RmlD coupled enzyme inhibition, 384-well mixture HTS | inhibition, % at 5.5 µM | AID 1532, 2009 | 110,000 tested, 0.39% active; in the data active = inhibition above about 30%, passing the limit was not always enough; also: strong numbers were not always called active
RT RNaseH block: HIV-1 RT RNase H inhibitors, primary screen, biochemical, fluorescence. Gag-Pol polyprotein (Human immunodeficiency virus type 1 group M subtype B (isolate …. RT-RNase H RNA/DNA duplex cleavage. inhibition, % at 10 µM. 65,000 tested, 1.9% active. AID 565, 2006; in the data active = inhibition above about 50%
* hit, by the source's call; · = not tested or not shown. Not all compounds are listed; the hit share may differ from the screen's.

cpd | Structure | RmlC RmlD mix | RT RNaseH block
1 | O=C(CCCc1ccccc1)NCCCN1CCOCC1 | -8 | -5
2 | Cc1cc2c(ccc3[nH]onc32)n1 | -31 | -33
3 | CCCS(=O)(=O)N1CCCC(C(=O)NCCc2ccc(Cl)cc2)C1 (centres undefined) | 6 | -22
4 | O=C1c2ccccc2C(=O)N1CCCc1nc(-c2ccccn2)no1 | 5 | -13
5 | COc1cc(/C=C/C(=O)O)ccc1O | -12 | ·
6 | COc1ccccc1C1CC(c2ccc(Cl)cc2)Nc2ncnn21 (centres undefined) | -12 | -13
7 | C/C(=N\NC(=O)c1ccccc1O)C1C(=O)c2ccccc2C1=O | 7 | ·
8 | COc1ccc2cc(C(=O)O)ccc2c1 | -8 | ·
9 | CCn1c(SCC(=O)Nc2nccs2)nnc1-c1ccc(C)cc1 | -17 | -5
10 | CC(NC(=O)c1ccccc1NC(=O)c1ccco1)c1ccccc1 (centres undefined) | -35 | 1
11 | O=C(NCc1ccccn1)c1ccc(COc2ccc(Cl)cc2)o1 | -9 | -42
12 | OC1(c2cccnc2)CCN(Cc2nnnn2C2CCCCC2)CC1 | 3 | -17

Excerpt, compounds 6–12
cpd | Structure | RmlC RmlD mix | RT RNaseH block
6 | COc1ccccc1C1CC(c2ccc(Cl)cc2)Nc2ncnn21 (centres undefined) | -12 | -13
7 | C/C(=N\NC(=O)c1ccccc1O)C1C(=O)c2ccccc2C1=O | 7 | ·
8 | COc1ccc2cc(C(=O)O)ccc2c1 | -8 | ·
9 | CCn1c(SCC(=O)Nc2nccs2)nnc1-c1ccc(C)cc1 | -17 | -5
10 | CC(NC(=O)c1ccccc1NC(=O)c1ccco1)c1ccccc1 (centres undefined) | -35 | 1
11 | O=C(NCc1ccccn1)c1ccc(COc2ccc(Cl)cc2)o1 | -9 | -42
12 | OC1(c2cccnc2)CCN(Cc2nnnn2C2CCCCC2)CC1 | 3 | -17

The listing picks up, repeating the 7 entries before the break.
cpd | Structure | RmlC RmlD mix | RT RNaseH block
6 | COc1ccccc1C1CC(c2ccc(Cl)cc2)Nc2ncnn21 (centres undefined) | -12 | -13
7 | C/C(=N\NC(=O)c1ccccc1O)C1C(=O)c2ccccc2C1=O | 7 | ·
8 | COc1ccc2cc(C(=O)O)ccc2c1 | -8 | ·
9 | CCn1c(SCC(=O)Nc2nccs2)nnc1-c1ccc(C)cc1 | -17 | -5
10 | CC(NC(=O)c1ccccc1NC(=O)c1ccco1)c1ccccc1 (centres undefined) | -35 | 1
11 | O=C(NCc1ccccn1)c1ccc(COc2ccc(Cl)cc2)o1 | -9 | -42
12 | OC1(c2cccnc2)CCN(Cc2nnnn2C2CCCCC2)CC1 | 3 | -17
13 | CC(C)(C)CC(=O)Nc1ccc(C(N)=O)cc1 | -2 | ·
14 | COCCNc1nc(SCC(=O)N2CCN(c3ccccc3)CC2)nc2ccccc12 | -13 | -24
15 | C=CCN(C(=O)CNC(=O)c1ccco1)C(C(=O)NC1CCCCC1)c1ccc(OC)cc1 (centres undefined) | -15 | ·
16 | CCOC(=O)/C(C#N)=C\c1cc(C)n(-c2ccccc2)c1C | 6 | ·
17 | C/C(=N\NC(=S)NC(C)C)c1ccc(-n2ccnc2)cc1 | 0 | ·
18 | COc1ccc(CC(=O)NNC(=S)Nc2ccccc2)cc1Br | 0 | ·
19 | CCNc1nc(Oc2ccc(=O)[nH]n2)nc(SC)n1 | -9 | -5
20 | CCCSc1nc(C)c(CC(=O)O)c(=O)[nH]1 | -10 | 3
21 | Cc1onc(-c2ccccc2)c1C(=O)N1CCN(S(=O)(=O)c2ccc3c(c2)OCCO3)CC1 | 8 | -6
22 | Cc1cn([C@H]2C[C@H](N=[N+]=[N-])[C@@H](CO)O2)c(=O)[nH]c1=O | 3 | -8
23 | Cc1noc(C)c1COC(=O)c1cccc(S(=O)(=O)N2CCCCCC2)c1 | -14 | -21
24 | c1ccc2sc(N3CCN(Cc4nnnn4CC4CCCO4)CC3)nc2c1 (centres undefined) | -5 | -7
25 | COc1ccc(OC)c(NC(=O)CSc2ncccc2C(=O)O)c1 | 3 | -7
26 | CC(=O)c1cc2c(cc1NC(=O)Nc1cccc(Cl)c1)OCCO2 | 18 | -2
27 | CC(C)COC(=O)N(C)c1ccc(C(O)(C(F)(F)F)C(F)(F)F)cc1 | 6 | -4
28 | O=C(c1ccccc1)N(Cc1cccs1)C1CCS(=O)(=O)C1 (centres undefined) | -16 | -6
29 | O=C(NC1CCc2ccccc21)C12CN(Cc3ccccc3)CC1C(c1cccc([N+](=O)[O-])c1)=NO2 (centres undefined) | -9 | ·
30 | CC(C)(C)c1cc(CN2CCCC(O)C2)c(O)c(C(C)(C)C)c1 (centres undefined) | 6 | -14
31 | O=[N+]([O-])c1ccc(CSc2nc3ccccc3o2)cc1 | -12 | ·
32 | CN(C)CCN1CC(C(=O)O)CC1=O (centres undefined) | -6 | 39
33 | O=C(Nc1nc2cc(Cl)ccc2s1)C1CCCN(S(=O)(=O)c2cccc3cccnc23)C1 (centres undefined) | -14 | ·
34 | Cc1c(NC(=O)c2cc3nc(-c4ccc(Br)cc4)cc(C(F)(F)F)n3n2)c(=O)n(-c2ccccc2)n1C | -15 | ·
35 | CC(C)C(=O)Nc1ccc(C(=O)c2ccccc2)cc1 | 7 | ·
36 | C=CCn1c(CCNC(=O)C(C)(C)C)nc2ccccc21 | 6 | -1
37 | CCc1cc(=O)oc2cc(C)c(CN3CCCC3)c(O)c12 | 10 | 18
38 | CCOc1ccc(NC(=O)CCn2c(=O)[nH]c3ccsc3c2=O)cc1 | 9 | ·
39 | CC(=O)c1ccc(N2CCCCCC2)c(F)c1 | -16 | -50
40 | CCn1cc(C(=O)O)c(=O)c2cc(F)c(N3CCNCC3)cc21 | 31 | -13
41 | COc1ccc2c(c1OC)CN1CCc3cc4c(cc3[C@@H]1[C@@H]2O)OCO4 | -12 | ·
42 | Nc1cccc2c1C(=O)N(C(=O)c1ccc(Cl)c(S(=O)(=O)N3CCCCCC3)c1)C2=O | -30 | ·
43 | COc1ccccc1/C=N/NC1=NCCCCC1 | -5 | ·
44 | Cn1cc(SCC(=O)NCC2CCCO2)c2ccccc21 (centres undefined) | -7 | 7
45 | Clc1ccc(-n2nnnc2-c2ccccc2)cc1 | -9 | -8
46 | COc1ccc(OC)c(C(=O)c2oc3ccccc3c2NC(C)=O)c1 | 10 | 5
47 | O=C(O)c1cc(-c2ccco2)nc2ccc(Br)cc12 | -2 | 78*
48 | Cc1nn(-c2ccccc2)c2[nH]c(=O)c(CNCC3CCCO3)cc12 (centres undefined) | -12 | -3

49: CCC(=O)Nc1ccc(Oc2ccc3c(c2)C(=O)N(c2ccc(O)cc2)C3=O)cc1
  RmlC RmlD mix: 2 | RT RNaseH block: ·

50: CN(CC(CC(=O)O)c1ccccc1)S(=O)(=O)c1ccc(Br)cc1 (centres undefined)
  RmlC RmlD mix: 3 | RT RNaseH block: ·

51: Cc1cc(N2C(=O)CC(N3CCN(c4ccc(C(=O)c5cccs5)cc4)CC3)C2=O)no1 (centres undefined)
  RmlC RmlD mix: -11 | RT RNaseH block: 25

52: C[C@@H]1NC(=O)[C@H](CCCN=C(N)N)NC(=O)c2cc([N+](=O)[O-])cc(I)c2OCC[C@@H](C(N)=O)NC1=O
  RmlC RmlD mix: -11 | RT RNaseH block: ·

53: CCOC(=O)Cn1nnnc1CN(CCc1ccccc1)Cc1cc2cc(CC)ccc2[nH]c1=O
  RmlC RmlD mix: -86 | RT RNaseH block: ·

54: O=C(Nc1ccccc1Oc1ccccc1)c1ccc(Br)o1
  RmlC RmlD mix: -15 | RT RNaseH block: -22

55: Nc1nc(Cl)cc(Sc2ccc(F)cc2)n1
  RmlC RmlD mix: -17 | RT RNaseH block: ·

56: O=c1[nH]c2cc3c(cc2cc1C(c1nnnn1Cc1ccccc1)N1CCCCCC1)OCCO3 (centres undefined)
  RmlC RmlD mix: 10 | RT RNaseH block: ·

57: CCN1C(=O)/C(=C\N2CCN(c3cccc(Cl)c3)CC2)SC1=S
  RmlC RmlD mix: -10 | RT RNaseH block: 2

58: O=C(Nc1nncs1)C1(c2ccccc2)CCCC1
  RmlC RmlD mix: -4 | RT RNaseH block: -4

59: C=CCn1c(CC(=O)Nc2cccc(OC)c2)nnc1SCC(=O)NC1CCCCC1
  RmlC RmlD mix: -8 | RT RNaseH block: -8

60: COc1cccc(CC(NC(C)=O)C(=O)NC2CCN(S(=O)(=O)c3cccc4ccccc34)CC2)c1 (centres undefined)
  RmlC RmlD mix: 9 | RT RNaseH block: ·

61: [O-][n+]1onc2c1CCc1c-2nc(-c2ccccc2)n1OCc1ccccc1
  RmlC RmlD mix: 12 | RT RNaseH block: -1

62: COc1cc(NC(=O)c2cccs2)c(C(=O)OCC(=O)NC(=O)NCc2ccccc2)cc1OC
  RmlC RmlD mix: -19 | RT RNaseH block: ·

63: [O-][N+]1=C(c2cccs2)CN(O)C1
  RmlC RmlD mix: 8 | RT RNaseH block: 4

64: Cc1cc(-c2nnc(SCC(=O)N3C(C)CCCC3C)o2)no1 (centres undefined)
  RmlC RmlD mix: -11 | RT RNaseH block: -3

65: O=c1oc(-c2ccco2)nc2ccccc12
  RmlC RmlD mix: -11 | RT RNaseH block: -1

66: CCOC(=O)c1cccc(NC(=O)CCn2cccc2)c1
  RmlC RmlD mix: -8 | RT RNaseH block: -13

67: CCOC(=O)Cn1nnc(-c2ccc(S(C)(=O)=O)cc2)n1
  RmlC RmlD mix: -12 | RT RNaseH block: -2

68: COc1ccc2cc(CN(CCO)C(=O)c3ccccc3F)c(=O)[nH]c2c1
  RmlC RmlD mix: · | RT RNaseH block: 1

69: O=C(COc1ccc(-c2ccccc2)cc1)N1CCN(C(=O)c2cccnc2)CC1
  RmlC RmlD mix: -9 | RT RNaseH block: -5

70: O=CN1CCN(C(=O)CN2C(=O)c3ccccc3C2=O)CC1
  RmlC RmlD mix: · | RT RNaseH block: -15

71: O=C(COC(=O)CCc1ccc(S(=O)(=O)N2CCCCC2)cc1)Nc1ccc2c(c1)OCO2
  RmlC RmlD mix: -4 | RT RNaseH block: 13

72: CCOC(=O)c1ccc(-n2c(C)nc3c(cnn3-c3ccc(Cl)cc3)c2=O)cc1
  RmlC RmlD mix: -12 | RT RNaseH block: ·

73: CCCCCCn1c(N2CCC(C(N)=O)CC2)nc2c1c(=O)[nH]c(=O)n2C
  RmlC RmlD mix: -10 | RT RNaseH block: -1

74: CCOC(=O)CNC(=O)c1ccccc1Br
  RmlC RmlD mix: -9 | RT RNaseH block: -6

75: CC1C(=O)C(C)C(c2cccs2)NC1c1cccs1 (centres undefined)
  RmlC RmlD mix: -6 | RT RNaseH block: -2

76: c1ccc(CSc2nnc(SCc3ccccn3)s2)nc1
  RmlC RmlD mix: 5 | RT RNaseH block: -15

77: CCOC(=O)CNC(=O)c1sc(NC(=O)c2ccccc2F)nc1C
  RmlC RmlD mix: · | RT RNaseH block: -9

78: CCCNC(=O)c1cc(OC)c(OC)cc1[N+](=O)[O-]
  RmlC RmlD mix: 6 | RT RNaseH block: ·

79: C=CCNC(=O)c1c2c(nc3ccccc13)-c1ccccc1CC2
  RmlC RmlD mix: -9 | RT RNaseH block: ·

80: O=C(O)CCc1ccc(-c2ccc(Cl)cc2)n1Cc1ccco1
  RmlC RmlD mix: 8 | RT RNaseH block: 8

81: Cc1ccccc1N=C/C=C1\N(C)c2ccccc2C1(C)C
  RmlC RmlD mix: -6 | RT RNaseH block: ·

82: COc1ccc(OC)c(NC(=O)Cn2cc(C(=O)c3ccco3)c3ccccc32)c1
  RmlC RmlD mix: 4 | RT RNaseH block: 19

83: Cc1ccc(C(=O)Nc2cccc(C(=O)N3CCN(C)CC3)c2)cc1
  RmlC RmlD mix: -4 | RT RNaseH block: ·

84: Cc1cc(C(=O)N[C@@H](c2ccccc2)[C@]2(C)C[C@H]2[C@@H](C)C(=O)Nc2ccc3ccccc3c2)no1
  RmlC RmlD mix: -8 | RT RNaseH block: ·

85: Cn1c(=O)c2c(nc(CN3CCOCC3)n2CC(=O)c2ccccc2)n(C)c1=O
  RmlC RmlD mix: -28 | RT RNaseH block: -9

86: Cc1c(NC(=O)COc2ncnc3ccccc23)c(=O)n(-c2ccccc2)n1C
  RmlC RmlD mix: 7 | RT RNaseH block: -14

87: COc1nc2c(s1)C(=O)NCCC2
  RmlC RmlD mix: -44 | RT RNaseH block: -22

88: CC(=O)NC(CCS(C)(=O)=O)C(=O)Nc1ccc2c(c1)OCCO2 (centres undefined)
  RmlC RmlD mix: -7 | RT RNaseH block: 8

89: CC(C)(C)P(=O)(c1ccncc1)N1CCCC1 (centres undefined)
  RmlC RmlD mix: 4 | RT RNaseH block: -5

90: CC(C)(C)NC(=O)C(c1ccccc1)N(Cc1cccs1)C(=O)c1csnn1 (centres undefined)
  RmlC RmlD mix: 99 | RT RNaseH block: ·
